S1P4 antag – S1P4 receptor antagonists, primary screen, cell-based; inhibition, % at 4.98 µM; 220,000 compounds, 0.26% hits; S1P4-expressing cells, antagonist mode, reporter read-out; in the data active means inhibition above about 29%;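 further: 0% = wells stimulated with agonist and 100% = vehicle wells without agonist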
CHOP inhibitor – inhibitors of CHOP promoter induction, primary screen, cell-based, unfolded protein response, luciferase reporter; CHO-K1 CHOP-promoter luciferase, tunicamycin-induced, 15-18 h; inhibition, % at 10 µM; 220,000 compounds, 3.8% hits; AID 2732, 2010;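 active means compounds that reduced the stress-induced luciferase reporter signal by more than about 70% of percent inhibition, limit read from the data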;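 further: 0% = tunicamycin plus vehicle and 100% = wells without tunicamycin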
NPY-Y1 PAM-ag – NPY-Y1 receptor potentiators or agonists, primary screen, cell-based. Neuropeptide Y receptor type 1 (Homo sapiens), P25929. NPY-Y1 expressing cells, potentiator/agonist activation. activation, % at 3.6 µM. 220,000 compounds, 0.37% hits; in the data active means activation above about 33%, passing the limit was not always enough;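 further: cells stimulated with NPY at EC10 then isoproterenol at EC100; 0% = low agonist plus stimulus and 100% = saturating agonist plus stimulus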
TRPML3 ag – human TRPML3 channel agonists, primary screen, cell-based, HEK293 TRPML3-YFP, Fluo-8 calcium fluorescence, 3 µM | Mucolipin-3 (Homo sapiens), Q8TDD5 | 100% = the carbachol control signal | activation, % at 3 µM | 220,000 compounds, 0.29% hits | AID 1448, 2008;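 active means activation above its plate's cutoff, the mean activation of the plate's test wells plus 3 SD, cut at about 12% in these data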;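 further: 0% = DMSO only wells and 100% = carbachol wells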
Target sequence (Q8TDD5 whole entry, looked up): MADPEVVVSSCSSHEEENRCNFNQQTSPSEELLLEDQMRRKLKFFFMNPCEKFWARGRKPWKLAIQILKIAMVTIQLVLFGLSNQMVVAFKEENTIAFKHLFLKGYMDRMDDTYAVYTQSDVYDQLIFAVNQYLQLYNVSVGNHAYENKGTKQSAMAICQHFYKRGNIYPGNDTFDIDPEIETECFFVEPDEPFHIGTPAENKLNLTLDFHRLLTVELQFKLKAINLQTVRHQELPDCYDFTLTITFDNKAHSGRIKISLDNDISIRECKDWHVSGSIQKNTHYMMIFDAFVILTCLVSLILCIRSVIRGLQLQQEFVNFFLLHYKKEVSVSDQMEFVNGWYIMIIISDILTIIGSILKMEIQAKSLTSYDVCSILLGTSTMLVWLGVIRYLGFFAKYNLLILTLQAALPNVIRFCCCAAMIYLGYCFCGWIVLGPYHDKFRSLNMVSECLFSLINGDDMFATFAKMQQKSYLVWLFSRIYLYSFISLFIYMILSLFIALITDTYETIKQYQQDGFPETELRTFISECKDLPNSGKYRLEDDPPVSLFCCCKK
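system = HEK293 cells stably carrying human TRPML3-YFP | doses = one concentration, 3 µM nominal, 0.3% DMSO | timing = dye loading 1 h 37 °C then 30 min ambient, 125 s read | detection = Fluo-8 calcium dye fluorescence, ex 470-495, em 515-575 nm | benchmarks = high control carbachol 87 µM, low control DMSO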
S1P4 ag – S1P4 receptor agonists, primary screen, cell-based | Sphingosine 1-phosphate receptor 4 (Homo sapiens), O95977 | S1P4-expressing cell line, agonist reporter assay | activation, % at 4.98 µM | 220,000 compounds, 0.35% hits | AID 1509, 2009; in the data active means activation above about 11%;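 further: 0% = DMSO vehicle and 100% = reference agonist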
NPY2 pot ag – NPY-Y2 potentiators or agonists, primary screen, cell-based | cells expressing NPY-Y2, potentiator/agonist read-out | activation, % at 3.6 µM | Neuropeptide Y receptor type 2 (Homo sapiens), P49146 | 220,000 compounds, 0.45% hits; in the data active means activation above about 27%;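 further: cells stimulated with NPY near EC25 plus isoproterenol at EC100; 0% = vehicle plus submaximal agonist and 100% = vehicle plus saturating agonist; some results beyond the cut were filed as inactive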
Target sequence (P49146 whole entry, looked up): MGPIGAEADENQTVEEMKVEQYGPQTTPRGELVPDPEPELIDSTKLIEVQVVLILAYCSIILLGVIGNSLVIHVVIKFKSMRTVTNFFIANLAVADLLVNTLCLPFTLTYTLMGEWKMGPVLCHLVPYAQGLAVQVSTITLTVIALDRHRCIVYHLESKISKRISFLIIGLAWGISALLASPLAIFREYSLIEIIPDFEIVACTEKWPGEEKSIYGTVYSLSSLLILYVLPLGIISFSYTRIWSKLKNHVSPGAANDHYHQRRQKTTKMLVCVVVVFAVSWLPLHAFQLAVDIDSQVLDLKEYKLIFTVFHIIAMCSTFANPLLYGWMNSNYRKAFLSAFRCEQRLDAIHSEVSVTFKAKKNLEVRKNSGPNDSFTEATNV
EP2 mod – EP2 receptor modulators, cAMP readout, primary screen, cell-based, HTRF cAMP, PGE2 stimulation; induction, % at 25 µM; EP2-expressing cells, cAMP HTRF FRET, PGE2 co-stimulation; 260,000 compounds, 0.83% hits; AID 940, 2007;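 active means compounds whose cAMP rise, as percent of the full-agonist control response, exceeds 60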;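 further: rat C6 glioma line stably carrying human EP2 under a CMV promoter; the protocol text gives 20 µM as final concentration; 100% = response of wells given 1 µM PGE2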
NPY-Y1 antag – NPY-Y1 receptor antagonists, primary screen, cell-based; Neuropeptide Y receptor type 1 (Homo sapiens), P25929; HEK293-CNG Y1 cells, membrane potential fluorescence; NPY at EC95, then isoproterenol; inhibition, % at 3.6 µM; 200,000 compounds, 1% hits; AID 1040, 2008;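 active means inhibition above the campaign mean inhibition of all tested compounds plus 3 SD, cut at about 20% in these data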;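 further: 0% = DMSO wells given NPY plus isoproterenol and 100% = isoproterenol alone without NPY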
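Assay system: HEK293 Y1/CNG channel cell line; Doses: single compound dose of 3.6 µM, 0.4% DMSO; Timing: dye 3 h, compound 60 min room temperature, stimulation 45 min; Technique: Membrane-potential fluorescent dye readout; Measure: % inhibition of NPY effect.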
zfTRPN1 agonist – zebrafish TRPN1 channel agonists, primary screen, cell-based, HEK293, calcium fluorescence | transient receptor potential cation channel N1 (TRPN1/NompC), Danio rerio | HEK293 zebrafish TRPN1-YFP, Fluo-8 calcium fluorescence; 100% = response to 87 µM carbachol | activation, % at 3 µM | 220,000 compounds, 0.18% hits | AID 1424, 2008;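 active means activation above its plate's cutoff, the mean activation of test wells on that plate plus 3 SD, cut at about 19% in these data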;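 further: 0% = DMSO alone and 100% = 87 µM carbachol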
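System: zebrafish TRPN1-YFP in HEK293 cells / Dosing: 3 µM single point / Timing: dye loading 1 h at 37 °C, then 30 min room temperature / Signal: Fluo-8 calcium fluorescence, excitation 470-495 nm, emission 515-575 nm / Read-out basis: percent activation from peak over basal fluorescence ratio, control-normalized / Control set: high carbachol 87 µM, low DMSO alone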
An asterisk follows results filed as active; . = no result given.

Molecule	S1P4 antag	CHOP inhibitor	NPY-Y1 PAM-ag	TRPML3 ag	S1P4 ag	NPY2 pot ag	EP2 mod	NPY-Y1 antag	zfTRPN1 agonist
Cc1ccc(C2CC(=O)N(c3ccc(F)cc3)C3=C2C(=O)CCC3)cc1 (stereo not drawn)	-22	8	3	-0.1	1.2	0	14	-1	-0.4
CC(=O)c1c(C)nc(C)nc1NC(=O)Cc1ccccc1	-13	-2	-21	0.1	-0.4	-4	32	-1	-0.1
COc1cc(CC(NC(C)=O)C(=O)NC2CCN(C(=O)Nc3ccccc3Cl)CC2)cc(OC)c1 (stereo not drawn)	-2	-1	15	0.9	-1.8	1	36	-3	1.1
Cc1ccc(CSc2ccc(-c3ccc4c(c3)OCO4)nn2)cc1	-17	34	-4	0.9	0.5	-3	10	1	0.5
CC1C(=O)N(c2ccc(S(=O)(=O)N(C)C)cc2)C1(/C=C/c1ccccc1)C(=O)NC1CCCC1 (stereo not drawn)	-22	35	11	0.6	-0.3	11	29	-2	-0.1
Cn1c(C(=O)NC2CCCCCC2)cc2c(=O)n(C)c3ccccc3c21	-24	-6	-12	-0.6	-0.2	-5	-1	3	0.4
CN(C(=O)CSc1ncnc2sc(-c3ccccc3)cc12)C1CCS(=O)(=O)C1 (stereo not drawn)	-23	-4	2	-0.1	0.2	-5	-42	-1	1.3
CCOC(=O)C(Cc1cc(C(C)=O)ccc1OCC)C(=O)OCC	-40	29	-1	0.7	2.0	4	15	6	-1.5
COc1ccc(-n2nnc3c(SCC(=O)Nc4ccc5c(c4)OCCO5)ncnc32)cc1	-10	11	-16	0.7	-0.4	-8	12	-3	0.1
COC(=O)CSc1nc2ccc(NC(=O)CSc3nnnn3Cc3ccccc3)cc2s1	7	26	109*	-0.5	-1.0	105*	-43	-11	0.8
CCOc1ccccc1NC(=O)CCc1ccc(C)o1	-20	2	-5	-0.9	0.3	9	-3	1	-1.7
CN(CC(=O)Nc1ccc(F)c(F)c1F)c1ncnc2sccc12	-2	-25	-4	0.4	0.7	6	-6	3	-0.7

Part of the list above in another layout.
Results follow in this order: S1P4 antag, CHOP inhibitor, NPY-Y1 PAM-ag, TRPML3 ag, S1P4 ag, NPY2 pot ag, EP2 mod, NPY-Y1 antag, zfTRPN1 agonist
> CC(=O)c1c(C)nc(C)nc1NC(=O)Cc1ccccc1
→ -13, -2, -21, 0.1, -0.4, -4, 32, -1, -0.1
> COc1cc(CC(NC(C)=O)C(=O)NC2CCN(C(=O)Nc3ccccc3Cl)CC2)cc(OC)c1 (stereo not drawn)
→ -2, -1, 15, 0.9, -1.8, 1, 36, -3, 1.1
> Cc1ccc(CSc2ccc(-c3ccc4c(c3)OCO4)nn2)cc1
→ -17, 34, -4, 0.9, 0.5, -3, 10, 1, 0.5

More entries:
Molecule	S1P4 antag	CHOP inhibitor	NPY-Y1 PAM-ag	TRPML3 ag	S1P4 ag	NPY2 pot ag	EP2 mod	NPY-Y1 antag	zfTRPN1 agonist
S=C(NCCCN1CCOCC1)Nc1cccc(Cl)c1	-9	9	4	0.3	0.5	-1	6	3	0.4
COCCNC(=S)NCc1ccc2[nH]c3c(c2c1)CCCC3	-7	6	14	0.1	0.5	13	-39	1	0.9
CCN1/C(=C\C=C(C(C)=O)C(C)=O)Sc2ccccc21	-11	-1	10	7.4	1.4	5	-46	-1	14
CSc1cccc(NC(=O)c2cnccn2)c1	-14	31	1	0.9	1.6	-1	-1	3	-0.2
CC(C)OC(=O)CCCCCN1C(=O)CSC1=S	13	0	10	0.7	-0.4	6	7	-1	0.5
O=C(NCc1cccs1)C1CCCN(S(=O)(=O)c2ccc3c(c2)OCO3)C1 (stereo not drawn)	-15	55	4	0.6	1.8	3	7	-2	0.0
CC(C)(C)OC(=O)N[C@@H](Cc1ccccc1)c1nnc(SCC(N)=O)o1	0	9	16	0.0	2.2	0	9	.	-0.5
N#CC1=C(N)Oc2cc(O)c(C=Nc3ccccc3)cc2C1c1ccccc1 (stereo not drawn)	-15	60	34	1.2	-0.1	-7	19	-1	1.6
COc1ccc2cc3cc(C(=O)NCC4COc5ccccc5O4)oc3nc2c1 (stereo not drawn)	-8	-15	-30	0.2	1.4	-17	-65	11	2.4
CSc1ccccc1NC(=S)Nc1ccccc1C(F)(F)F	2	26	-8	0.5	1.5	12	20	3	-0.1
CC1=NC(Nc2nc(C)c3ccccc3n2)=NC(C)(C)C1	-3	24	-12	-0.2	-1.0	5	-18	16	0.3
CC(=O)c1ccc(NC(=S)NCCCN2CCOCC2)cc1	3	-27	-7	0.9	0.7	9	-3	-4	1.2

The results go on.
| SMILES | S1P4 antag | CHOP inhibitor | NPY-Y1 PAM-ag | TRPML3 ag | S1P4 ag | NPY2 pot ag | EP2 mod | NPY-Y1 antag | zfTRPN1 agonist |
| --- | --- | --- | --- | --- | --- | --- | --- | --- | --- |
| CCc1cc2c(SCC(=O)N(CC)c3c(N)n(Cc4ccccc4)c(=O)[nH]c3=O)ncnc2s1 | -19 | -4 | -2 | 0.2 | -0.5 | -13 | 17 | 5 | -0.1 |
| COC(=O)c1c(N)sc2c1CCN(c1ncc(C(F)(F)F)cc1Cl)C2 | -4 | 56 | 3 | -0.3 | -0.4 | -11 | 19 | 4 | -2.0 |
| O=C(COc1ccccc1Cl)N(Cc1ccco1)C1CCS(=O)(=O)C1 (stereo not drawn) | -7 | 5 | 2 | -0.4 | 1.2 | -9 | 11 | 2 | -1.1 |
| O=C(CC1C(=O)NCCN1C(=O)Nc1ccccc1)Nc1ccc2c(c1)OCO2 (stereo not drawn) | -6 | -12 | 5 | 1.0 | 0.1 | 19 | -1 | 5 | -0.1 |
| COc1ccc(OC)c(NC(=O)c2ccc(NC(C)=O)cc2)c1 | -3 | -1 | 3 | 1.0 | 1.5 | -8 | -19 | 3 | 0.7 |
| CCOC(=O)C1(Cc2cccc(OC)c2)CCN(CC(O)CO)CC1 (stereo not drawn) | 0 | -10 | -2 | 1.2 | -0.7 | -7 | 39 | . | -0.2 |
| Cc1nnc(SCC(=O)Nc2ccc3c(c2)OCCO3)n1CC1CCCO1 (stereo not drawn) | -8 | -12 | 6 | 0.2 | 1.7 | -6 | 7 | -3 | 0.0 |
| CC(=O)OC1c2ccccc2C(=O)N1c1ccccc1C (stereo not drawn) | 6 | 4 | 5 | 0.3 | -0.9 | -4 | 38 | -4 | -0.5 |
| CCCCC(CC)CNC(=O)CCS(=O)(=O)c1cccc2nsnc12 (stereo not drawn) | -18 | 37 | 14 | -0.2 | 0.6 | 9 | 4 | -2 | 0.2 |
| COCCNC(=O)CN1CCOc2ccccc21 | 1 | 23 | 5 | -0.6 | 1.7 | 8 | 0 | 6 | 1.1 |

Remaining list, next part:
| SMILES | S1P4 antag | CHOP inhibitor | NPY-Y1 PAM-ag | TRPML3 ag | S1P4 ag | NPY2 pot ag | EP2 mod | NPY-Y1 antag | zfTRPN1 agonist |
| --- | --- | --- | --- | --- | --- | --- | --- | --- | --- |
| O=C(NC1CCCC1)c1cccc(Oc2ccccc2)c1 | 7 | -6 | -29 | -0.6 | 1.3 | -9 | 17 | 7 | -0.7 |
| CCC(C)(C(=O)NC1CCCC1)N(C(=O)CC1NC(=O)NC1=O)c1c(C)n(C)n(-c2ccccc2)c1=O (stereo not drawn) | 7 | 5 | 15 | 0.9 | 2.3 | 10 | 22 | 5 | 0.8 |
| COc1ccc(/C=C2/C(=O)N(CC3CCCO3)C(=S)N2C)c(OC)c1 (stereo not drawn) | 19 | 48 | -23 | 0.8 | 0.8 | -17 | -8 | 5 | -0.9 |
| COc1ccc(CC(=O)N(C)C2CCCCC2)cc1S(=O)(=O)N1CCOCC1 | -12 | 4 | 19 | 0.6 | 0.2 | 7 | -47 | 0 | 0.5 |
| CCCc1cc2c(cc1NC(=O)c1ccc(Br)cc1)OCO2 | 6 | 83* | -3 | -1.0 | 0.8 | -17 | -5 | 7 | -0.1 |
| c1csc(-c2nn3c(C4COc5ccccc5O4)nnc3s2)c1 (stereo not drawn) | 8 | 6 | -26 | -1.0 | -2.5 | -15 | 28 | 24* | -0.6 |
| CCOC(=O)CCc1nc2ccccc2[nH]c1=O | -19 | -2 | -7 | 0.8 | 1.4 | -2 | 9 | -6 | -0.1 |
| CC(=O)NCCOc1nc(N(C)C)nc(N2CCOCC2)n1 | -4 | -9 | 14 | 0.7 | 0.5 | 7 | 24 | 3 | -0.8 |
| O=C(C(c1ccccc1)c1ccccc1)N1CC[C@@]2(O)CCCC[C@H]2C1 | 4 | -9 | 9 | -0.2 | -1.1 | 6 | -10 | . | -3.0 |
| CN(C)c1nc(NCc2ccccc2)nc(N/N=C/c2ccc3c(c2)OCO3)n1 | -5 | 32 | -39 | 1.1 | 1.8 | 4 | 30 | 3 | -0.3 |

Other records follow.
| SMILES | S1P4 antag | CHOP inhibitor | NPY-Y1 PAM-ag | TRPML3 ag | S1P4 ag | NPY2 pot ag | EP2 mod | NPY-Y1 antag | zfTRPN1 agonist |
| --- | --- | --- | --- | --- | --- | --- | --- | --- | --- |
| COC(=O)C1CCCCN1C(=O)CCc1nnc(CCc2c[nH]c3ccccc23)o1 (stereo not drawn) | -12 | 16 | 1 | 0.7 | 0.7 | 3 | 21 | 2 | 1.3 |
| Cn1cccc1C(=S)N=P(C1CCCCC1)(N1CCOCC1)N1CCOCC1 | 7 | -3 | 4 | 0.1 | -0.2 | 19 | 27 | 1 | -0.5 |
| Cc1ccc(S(=O)(=O)N2CCN(c3cc4c(cc3[N+](=O)[O-])n(C)c(=O)n4C)CC2)cc1 | 3 | 39 | 3 | 1.5 | 1.3 | -1 | -35 | -9 | 4.4 |
| O=C(NCCNC(=O)C(c1ccccc1)c1ccccc1)c1ccco1 | -3 | 30 | -3 | -0.3 | 1.3 | 5 | 7 | 5 | -0.3 |
| C=CCn1c(SCc2nc3ccccc3c(=O)[nH]2)nnc1-c1cc2cc(Cl)ccc2o1 | -15 | 83* | -32 | -0.8 | 4.7 | -18 | 17 | 7 | 0.2 |
